# Screening data deposited in PubChem by National Center for Advancing Translational Sciences (NCATS).
# Tb PYK inh = qHTS of Trypanosoma Brucei Inhibitors; AID 624173, 2012; Potency, µM (top dose mostly 76.8 µM), for the others: top-dose activity, negative = inhibition, most hits filed as inhibitors; TbPYK enzyme, Kinase-Glo Plus ATP luminescence, 45 min; pyruvate kinase (Trypanosoma brucei), Q57TT1; actives 0.12% (n = 410,000); also: potency is read from the fitted curve at half-maximal effect; % is scaled to controls: 0 for no effect and ±100 for the full control effect; nearly all actives have a fitted effect of over 50% in size
#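 In this concentration-response screen, enzyme-free wells defined baseline while DMSO plates tracked drift. Each reaction combined TbPYK, substrate, compound and 130 uM ADP for 45 min at room temperature. Kinase-Glo Plus luminescence gave the signal.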
# CHX counter = Cycloheximide Counterscreen for Small Molecule Inhibitors of Shiga Toxin. actives 12% (n = 300,000). max response, %. AID 2314, 2010. cell reporter, cycloheximide protein synthesis inhibition counterscreen; in the data active = max response mostly above about 13%, no sharp cut-off; inactive = mostly below about 14%; also: read at 38.3 µM for the half of the compounds with a filed dose; 0% is about no effect
# Shiga toxin inh = A qHTS for Small Molecule Inhibitors of Shiga Toxin; Vero cells, Shiga toxin protein synthesis inhibition reporter; actives 9.2% (n = 290,000); AID 2315, 2010; inhibition, % at 38.7 µM; in the data active = inhibition mostly above about 28%, no sharp cut-off; inactive = mostly below about 43%; also: 0% is about no effect
# AmpC no deterg = qHTS Inhibitors of AmpC Beta-Lactamase (assay without detergent); AmpC nitrocefin hydrolysis, absorbance 480 nm, 0.0001% Triton; actives 0.52% (n = 330,000); Potency, µM (titrated, usually from 57.1 µM), without a hit: at the highest dose activity change, negative = inhibition, most hits filed as inhibitors;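 also: potency is read from the fitted curve at half-maximal effect; plate controls were no compound for no effect and no enzyme for full effect; nearly all actives have a fitted effect of over 20% in size; some results filed as inactive show a strong effect at the top dose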
# Target sequence (P00811 whole entry, looked up): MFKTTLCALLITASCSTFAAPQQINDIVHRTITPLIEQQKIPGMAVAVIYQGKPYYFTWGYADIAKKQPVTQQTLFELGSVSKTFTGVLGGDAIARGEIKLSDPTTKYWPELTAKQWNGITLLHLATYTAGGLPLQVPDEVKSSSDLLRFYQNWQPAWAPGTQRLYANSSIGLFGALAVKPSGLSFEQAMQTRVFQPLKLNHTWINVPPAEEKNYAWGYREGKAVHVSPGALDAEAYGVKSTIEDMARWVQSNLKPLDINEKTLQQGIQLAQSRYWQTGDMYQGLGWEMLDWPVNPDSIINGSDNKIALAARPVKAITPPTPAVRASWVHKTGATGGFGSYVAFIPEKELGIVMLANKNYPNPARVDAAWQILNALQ
#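 20 mM phosphate pH 7.0 + 0.01% (detergent screen) or 0.0001% Triton X-100; 5.3 nM AmpC reagent; cpd preinc 15 min RT; nitrocefin (800 uM stock) to start; A480 q20 s × 4 min; Activity was normalised to no-enzyme and no-compound control wells.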
# Pf growth 48h = Primary qHTS for delayed death inhibitors of the malarial parasite plastid, 48 hour incubation; Potency, µM (top dose mostly 28.7 µM), inactives show at the top dose activity change, negative = inhibition, most hits filed as inhibitors; P. falciparum luciferase growth in erythrocytes, 48 h; actives 5.9% (n = 310,000); also: potency is read from the fitted curve at half-maximal effect; % is scaled to controls: 0 for no effect and ±100 for the full control effect
#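 A one-generation exposure of luciferase-tagged malaria parasites in RPMI 1640/Albumax erythrocyte culture, 37 C and 5% CO2. Inhibition is inferred from decreased luminescence after adding detection reagent.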
# LmPK inhibitor = qHTS Assay for Inhibitors of Leishmania Mexicana Pyruvate Kinase (LmPK) | AID 1721, 2009 | purified LmPK, Kinase-Glo ATP luminescence, 1 h | actives 0.37% (n = 290,000) | Potency, µM (series often up to 57.5 µM), for the others: top-dose activity change, negative = inhibition, usual class: inhibitors; also: potency is read from the fitted curve at half-maximal effect; % is scaled to controls: 0 for no effect and ±100 for the full control effect
# Target sequence (Q27686 whole entry, looked up): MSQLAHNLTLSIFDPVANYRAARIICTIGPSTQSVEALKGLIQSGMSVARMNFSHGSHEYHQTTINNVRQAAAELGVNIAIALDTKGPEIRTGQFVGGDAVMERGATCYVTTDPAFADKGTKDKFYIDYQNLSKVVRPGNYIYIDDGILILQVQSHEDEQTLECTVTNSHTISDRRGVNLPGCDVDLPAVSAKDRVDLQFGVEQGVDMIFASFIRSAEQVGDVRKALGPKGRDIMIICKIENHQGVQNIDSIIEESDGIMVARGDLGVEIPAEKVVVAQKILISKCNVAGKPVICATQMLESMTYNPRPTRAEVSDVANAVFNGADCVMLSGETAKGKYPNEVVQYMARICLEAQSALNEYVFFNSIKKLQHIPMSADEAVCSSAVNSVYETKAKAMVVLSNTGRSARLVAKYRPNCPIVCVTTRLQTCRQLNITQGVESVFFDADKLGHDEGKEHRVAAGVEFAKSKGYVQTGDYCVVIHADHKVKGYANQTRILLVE
#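 ATP generated from ADP (0.1 mM) and PEP (0.5 mM) by 0.1 nM LmPK over 1 h at room temperature (pH 7.2 imidazole buffer) was detected by coupled luciferase luminescence. Values were normalized to uninhibited and no-enzyme wells.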
# Pf growth 96h = Primary qHTS for delayed death inhibitors of the malarial parasite plastid, 96 hour incubation. Potency, µM (top dose mostly 28.7 µM), inactives show at the top dose activity change, negative = inhibition, most hits filed as inhibitors. P. falciparum luciferase reporter growth, 96 h. AID 504834, 2011. actives 6.9% (n = 320,000); also: potency is read from the fitted curve at half-maximal effect; % is scaled to controls: 0 for no effect and ±100 for the full control effect
#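 Two-generation exposure (96 h) targets delayed-death phenotype. Reporter parasites carrying integrated firefly luciferase, in red cells at 2% hematocrit and 0.05% parasitemia final, kept at 37 C, 5% CO2; luminescence loss indicates inhibition.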
# Starred values were filed as active, the others as inactive; ? = inconclusive; / = not tested or not shown; [ ] = dose if it differs, or a comment. Unless noted, calls follow the shape of the dose curve; as a rule, active = well fitted curve in the direction sought with a large enough effect; inconclusive = small, poorly fitted or top-dose-only effect, or another doubt; inactive = no such curve, though single readings can be large; an effect the other way counts as inactive or inconclusive. Hits appear at their usual frequency; any-hit rate near 22%.
SMILES,Tb PYK inh,CHX counter,Shiga toxin inh,AmpC no deterg,Pf growth 48h,LmPK inhibitor,Pf growth 96h
O=C(O)COc1cccc2nsnc12,-1%,-2,-4,-15%,/,0%,11%
Cn1cnnc1Sc1ccc(CN2CCN(C3CCCC3)C(CCO)C2)o1 (stereo not drawn),-1%,6,2,0%,?,0%,1%
O=C(O)COc1ccccc1/C=N/NC(=O)CN1CCN(Cc2ccc(Cl)cc2)CC1,24%,-3,-4,-1%,31%[activator],3%,-20%
CCC(C)N1CCN(S(=O)(=O)Cc2ccccc2)CC1 (stereo not drawn),0%,1,-16,-6%,16%,2%,?
O=C(COC(=O)c1ccccc1F)NC(=O)NC1CCCC1,-11%,/,/,-11%,15%,/,58%[activator]
S=C1NCCOCCNC(=S)NCCOCCOCCN1,-3%,-7,12,2%,3%,-1%,-2%
COc1cc2c(cc1OC)CN(C(=O)COc1ccc(C)c(C)c1)CC2,-4%,-2,-3,23%,?,2%,?
O=[N+]([O-])c1ccc(CNC2CCCc3ccccc32)cc1 (stereo not drawn),-8%,5,-1,-23%,22%,-6%,20%
CCOc1cc(/C=N/NC(=O)c2nnn(-c3nonc3N)c2C)ccc1OCc1ccc(F)cc1,2%,-10,2,-18%,4%,-2%,?
CCN(CC)S(=O)(=O)c1ccc(NC(=O)c2nc3nc(C)cc(C)n3n2)cc1,/,-5,2,-20%,?,4%,?
CCOC(=O)c1c(-c2ccccc2)nnn1-c1nc(OC)nc(N2CCOCC2)n1,1%,-1,-21,-4%,-25%,0%,129%[activator]
CCOC(=O)C1CCN(c2c(Nc3cc(C)cc(C)c3)c(=O)c2=O)CC1,-2%,3,8,6%,-29%,1%,?
COCC1CCN(C(=O)c2cc(COc3ccc(-n4cncn4)cc3)on2)CC1,3%,-2,-2,-4%,6%,-1%,?
Cc1cccc([C@@H]2[C@@H]3C(=O)N(Cc4ccccc4)C(=O)[C@@H]3[C@]3(Cc4ccccc4)C(=O)N(c4ccc(C(F)(F)F)cc4)C(=O)N23)c1,2%,/,/,-59%,8.3µM*,/,8.3µM*
O=C(CCCc1ccccc1)NCc1ccc(Cl)cc1,3%,2,/,3%,38%[activator],-6%,110%[activator]
FC(F)(F)c1ccccc1NC(=S)Nc1cccc(Cl)c1,-1%,-6,-3,-8%[2.29 µM],-9%[5.75 µM],2%,?
O=C1c2ccccc2C(=O)N1c1cc([N+](=O)[O-])ccn1,5%,-2,/,-18%,2%,-4%,-3%
Clc1ccc(OCCCn2ccnc2)c(Br)c1,26%,10,8,-5%,?,-5%,-33%
CC(=O)N[C@@H](C)C(=O)OC(C)C(=O)Nc1cccc([N+](=O)[O-])c1 (stereo partly drawn),4%,-3,22,-5%[11.4 µM],13%,6%,23%
O=C(CNS(=O)(=O)c1cccs1)NCCc1ccc(Cl)cc1,0%,1,-4,-16%,6%,-3%,13µM*
Clc1cccc(NCc2nnc(SCc3ccccc3)o2)c1,-1%,9,23,-21%,13%,-4%,/
CCCCOC(=O)c1ccc(OC(=O)c2cccnc2)cc1,4%,24*,33*,-4%,0%,2%,56%[activator]
O=C(COC(=O)CNS(=O)(=O)c1ccc(Br)cc1Cl)NC1CC1,-2%,/,/,?,22%,/,34%[activator]
Cc1ccc(C(=O)OCC(=O)Nc2ccccc2)cc1S(=O)(=O)N1CCCCC1,1%,/,/,-36%,?,/,-23%
O=C1/C(=C/c2ccc(F)cc2)SC(=S)N1CCCC(=O)N1CCCCC1CCO (stereo not drawn),9%,0,-4,195%[activator],12µM*,2%,6.6µM*

# Part of the list above in another layout.
# Below each SMILES – Tb PYK inh	CHX counter	Shiga toxin inh	AmpC no deterg	Pf growth 48h	LmPK inhibitor	Pf growth 96h
Clc1ccc(OCCCn2ccnc2)c(Br)c1
→ 26%	10	8	-5%	?	-5%	-33%
CC(=O)N[C@@H](C)C(=O)OC(C)C(=O)Nc1cccc([N+](=O)[O-])c1 (stereo partly drawn)
→ 4%	-3	22	-5%[11.4 µM]	13%	6%	23%
O=C(CNS(=O)(=O)c1cccs1)NCCc1ccc(Cl)cc1
→ 0%	1	-4	-16%	6%	-3%	13µM*
Clc1cccc(NCc2nnc(SCc3ccccc3)o2)c1
→ -1%	9	23	-21%	13%	-4%	/
CCCCOC(=O)c1ccc(OC(=O)c2cccnc2)cc1
→ 4%	24*	33*	-4%	0%	2%	56%[activator]
O=C(COC(=O)CNS(=O)(=O)c1ccc(Br)cc1Cl)NC1CC1
→ -2%	/	/	?	22%	/	34%[activator]

# Further compounds follow.
SMILES,Tb PYK inh,CHX counter,Shiga toxin inh,AmpC no deterg,Pf growth 48h,LmPK inhibitor,Pf growth 96h
CCCCCn1c(CNC(=O)CC)nc2ccccc21,7%,-3,-6,15%,3%,-1%,3%
CCN(CC)/C(Sc1ccccc1)=C(/C(Cl)=C(Cl)Cl)[N+](=O)[O-],2%,24*,29,-8%,11%,-1%,?
O=C(NCCc1nnc2ccc(N3CCCCCC3)nn12)c1ccccc1,1%,-4,-20,59%,7%,-9%,?
CC(C)NC(=O)c1ccccc1NC(=O)CS(=O)(=O)Cc1ccccc1,2%,-2,-21,-1%,/,-1%,11%
COc1cccc(C(=O)NCC(=O)NNc2ncnc(N)c2[N+](=O)[O-])c1,-5%,18,-1,-12%,16%,-4%,-4%
CCOC(=O)c1cnc(SC)nc1Sc1ccccc1Cl,3%,-1,18,-22%,/,0%,-24%
COCCOC(=O)C1=C(C)NC(=O)NC1c1cccc2ccccc12 (stereo not drawn),-1%,-4,-11,-2%,20%,-1%,-1%
O=C(NCC(c1cccs1)N1CCOCC1)c1ccc(Br)o1 (stereo not drawn),0%,-1,20,/,3%,9%,3%
COc1ccc(/C=C/C(=O)O)cc1S(=O)(=O)NC1CCS(=O)(=O)C1 (stereo not drawn),-2%,8,11,-16%,8%,2%,29%
CC(C)(CNC(=O)CO/N=C1/C=C2CCC3C(C(O)C[C@@]4(C)C3CC[C@]4(O)C(=O)CO)[C@@]2(C)CC1)C(O)C(=O)O (stereo partly drawn),8%,-3,4,56%,?,10%,?
CC(C(=O)Nc1ccccc1-c1ccccc1)N1CCN(C(=O)c2ccccc2)CC1 (stereo not drawn),5%,-1,-5,127%[activator],?,3%,?
COc1cc(S(=O)(=O)N2CCOCC2)ccc1NC(=O)COC(=O)C12CC3CC(CC(C3)C1)C2,2%,5,31,4%,10%,-7%,?
COc1ccccc1-c1ccc(/C=N/O)o1,0%,11,36,-28%,27%,0%,14%
Cc1nc2sc(C(c3ccc(F)cc3)N3CCOCC3)c(O)n2n1 (stereo not drawn),2%,-5,-18,-15%,-1%,-3%,?
Cc1cc(SCC(=O)OC/C(O)=C(\C#N)c2nc3ccccc3[nH]2)c(C)cc1Br,-2%,1,-3,10µM*,10%,0%,?
COc1ccc(C(=O)OCc2cc3cccc(C)c3[nH]c2=O)cc1,-6%,-3,119,-18%,10%,13%,?
COCCNC(=O)CCCn1c(=O)c2ccccc2n(Cc2ccccc2C#N)c1=O,3%,-2,-7,20%,5%,7%,-18%
O=C(O)CCNC(=O)c1ccc(NC(=O)C(c2ccccc2)c2ccccc2)cc1,8%,-6,-7,-19%,-19%,-1%,?
Nc1ncnc2nc(SCCC(=O)O)[nH]c12,-4%,-1,-4,-7%,68%[activator],5%,53%[activator]
CCP(=S)(CC)c1ccc(N(C)C)cc1,-2%,25,30,-30%,-10%,-3%,?
Cc1c(C2Nc3ccccc3C(=O)N2O)cnn1C (stereo not drawn),-1%,17*,-2,-16%,30%[activator],-4%,25%
CCCCC(=O)NC(c1ccco1)c1cc(Cl)c2cccnc2c1O (stereo not drawn),-1%,-2,-18,77%[activator],?,1%,29%
N/C(=N\O)C1COc2ccccc2O1 (stereo not drawn),9%,0,4,0%,-10%,2%,44%[activator]
Cc1ccc(C)c(NC(=O)C(Sc2nnc(-c3cccs3)o2)c2ccccc2)c1 (stereo not drawn),-14%,10,26,-34%,30%,4%,-10%
Cc1ccccc1-c1cc(C(=O)NCC2CC2)n(CC2CC(c3cccnc3)=NO2)n1 (stereo not drawn),-2%,/,/,13%,-6%,/,?
# The list goes on:
SMILES,Tb PYK inh,CHX counter,Shiga toxin inh,AmpC no deterg,Pf growth 48h,LmPK inhibitor,Pf growth 96h
CCCCOc1ccc(N=Cc2ccc[nH]2)cc1,-7%,1,/,-22%,64%[activator],0%,4%
Cc1ccc2cc(CN(c3ccccc3)S(=O)(=O)c3ccccc3)c(=O)[nH]c2c1,-18%,9,35,-6%,-22%,1%,-18%
Cc1nc2sc(C(c3cccs3)N3CCN(Cc4ccccc4)CC3)c(O)n2n1 (stereo not drawn),-2%,-2,-10,86%[activator],-14%,0%,-30%
COc1ccc(Cc2n[nH]c(=S)o2)cc1,-25%,-3,-4,44%,-8%,1%,?
O=c1[nH]c(CSc2nnc(-c3ccccc3)n2-c2ccccc2)nc2ccccc12,-1%,-3,-2,-8%,5%,5%,-2%
CCCc1c(C(=O)N/N=C/c2ccc(C)s2)nnn1-c1nonc1N,-4%,-2,15,-17%,20%,-5%,10%
Fc1cccc(Cl)c1/C=N/Nc1ccccn1,0%,10,58,-17%[11.4 µM],99%[activator],-2%,87%[activator]
CC(=O)Oc1oc(-c2ccccc2)nc1/C=N/c1ccccn1,4%,47*,87*,-27%,117%[activator],?,?
O=C(CN1C(=O)S/C(=C\c2cc(Cl)c(O)c(Cl)c2)C1=O)Nc1ccccc1,-1%,-2,/,-32%,37%[activator],7%,6%
Cc1ccc(C)c(Nc2c(F)c(F)c(F)c(F)c2C(=O)O)c1,2%,-3,21,-26%,2%,3%,?
COCc1[nH][nH]c(=O)c1C=Nc1ccccc1,-4%,0,13,-7%,/,-2%,25%
COc1ccccc1NC(=O)c1c[nH]c2ccccc12,-19%,34*,52*,-33%,54%[activator],1%,57%[activator]
COC(=O)c1cccc(NC(=O)c2ccc3c(c2)C(=O)N(Cc2cccnc2)C3=O)c1C,5%,-2,-13,-18%,18%,-2%,-17%
O=C(NC1=NCCS1)c1csc2ccccc12,-1%,39*,59*,-19%,257%[activator],-30%,0%
O=C(CSc1ccc2nnc(-c3cccnc3)n2n1)N1CCOCC1,1%,-2,-7,-10%,/,4%,9%
COC(=O)[C@@H]1OC(=O)[C@H]2O[C@@]23[C@@]1(C)CC[C@@H]1[C@@]2(C)C=CC(=O)OC(C)(C)[C@@H]2CC(=O)[C@]13C,-2%,/,/,4%,46%[activator],/,34%[activator]
CC1(C(=O)NCCN2CCOCC2)C=CC2(CCCCC2)N1C(=O)c1ccccc1 (stereo not drawn),2%,26*,33,-16%,9%,-6%,?
O=[N+]([O-])c1ccc(N2CCOCC2)cc1N1CCCCC1,-1%,-1,20,10%,18%,3%,78%[activator]
COc1cccc(NC(=O)C23CCC(C)(C(=O)O2)C3(C)C)c1 (stereo not drawn),-1%,12,28,10%,/,2%,3%
